PG9 binder = binders of HIV-1 gp120 antibody PG9, primary screen, biochemical, TR-FRET; TR-FRET gp120-PG9 antibody binding; inhibition, % at 6.7 µM; actives 0.43% (n = 360,000); AID 624416, 2012; in the data active = inhibition above about 8.5%
DAX1 inh-1 = DAX1 (NR0B1) inhibitors on StAR promoter, primary screen, cell-based, luminescence, SF-1 (NR5A1), full-length DAX-1 | HEK293T StAR-luciferase reporter, SF-1/DAX-1 repression relief | inhibition, % at 6.8 µM | actives 1.1% (n = 370,000) | AID 652010, 2013;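 active = inhibition above the mean over all tested compounds plus 3 SD, cut at about 3.6% in these data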;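 note: 0% = DAX-1 cells with DMSO and 100% = cells lacking DAX-1 with DMSO; higher inhibition means more luminescence from relief of DAX-1 repression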
ADAM17 inh = ADAM17 inhibitors, primary screen, biochemical, QFRET. Disintegrin and metalloproteinase domain-containing protein 17 (Homo sapiens), P78536. recombinant ADAM17, EDANS/DABCYL FRET peptide cleavage. inhibition, % at 6.95 µM. actives 0.83% (n = 370,000);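 active = inhibition above the mean of compounds lying between control limits plus 3 SD, set per campaign, cut at about 8.5% in these data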;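 note: 0% = DMSO-only wells as the low control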
NPR1 activator = GC-A stimulated cGMP production enhancers – HEK293 GC-A cells, cGMP TR-FRET, EC30 ANP, primary screen. Atrial natriuretic peptide receptor 1 (Homo sapiens), P16066. 0% at EC30 ANP, 100% saturating ANP. activation, % at 10 µM. actives 0.14% (n = 370,000); in the data active = activation above about 40%
SMARCA2 activ = SMARCA2 (BRM) function activators, primary screen, cell-based, luminescence, high throughput | MG213 cells, MMTV-luciferase reporter, dexamethasone, overnight | activation, % at 9.1 µM | actives 1% (n = 370,000); in the data active = activation above about 7.8%;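 note: 0% = vehicle wells and 100% = reference activator wells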
hcDAF12 agonist = H. contortus DAF-12 nuclear receptor activators, primary screen, cell-based, luminescence, HEK293, lit1-tk-luc reporter; activation, % at 6.8 µM; HEK293 hcDAF-12 lit1-tk-luc reporter; 0% DMSO, 100% Δ7-dafachronic acid; actives 1.4% (n = 370,000);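 active = activation above the mean of all tested compounds plus 3 SD, cut at about 5.5% in these data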;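 note: 100% = response to 3 µM Δ7-dafachronic acid high control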
ssDAF12 agonist = S. stercoralis DAF-12 nuclear receptor activators, primary screen, cell-based, luminescence, HEK293, GRIP1 co-expression, lit1-tk-luc; Nuclear hormone receptor DAF-12 (Strongyloides stercoralis); HEK293 ssDAF-12/GRIP1 lit1-tk-luc reporter; % of 3 µM dafachronic acid response; activation, % at 6.8 µM; actives 1% (n = 370,000);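 active = activation above the mean over all tested compounds plus 3 SD, cut at about 0.9% in these data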;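 note: 0% = DMSO-only wells and 100% = 3 µM delta7-dafachronic acid wells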
ADAM10 inh = human ADAM10 inhibitors, primary screen, biochemical, QFRET, HTS | actives 0.62% (n = 370,000) | recombinant ADAM10, EDANS/DABCYL FRET peptide cleavage, 3 h | inhibition, % at 7 µM;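 active = inhibition above a per-campaign cutoff equal to the mean of compounds falling between control-based bounds plus 3 SD, cut at about 20% in these data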;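 note: 0% = DMSO wells while the 100% control is not disclosed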
Target sequence (O14672 214-748 limits assumed): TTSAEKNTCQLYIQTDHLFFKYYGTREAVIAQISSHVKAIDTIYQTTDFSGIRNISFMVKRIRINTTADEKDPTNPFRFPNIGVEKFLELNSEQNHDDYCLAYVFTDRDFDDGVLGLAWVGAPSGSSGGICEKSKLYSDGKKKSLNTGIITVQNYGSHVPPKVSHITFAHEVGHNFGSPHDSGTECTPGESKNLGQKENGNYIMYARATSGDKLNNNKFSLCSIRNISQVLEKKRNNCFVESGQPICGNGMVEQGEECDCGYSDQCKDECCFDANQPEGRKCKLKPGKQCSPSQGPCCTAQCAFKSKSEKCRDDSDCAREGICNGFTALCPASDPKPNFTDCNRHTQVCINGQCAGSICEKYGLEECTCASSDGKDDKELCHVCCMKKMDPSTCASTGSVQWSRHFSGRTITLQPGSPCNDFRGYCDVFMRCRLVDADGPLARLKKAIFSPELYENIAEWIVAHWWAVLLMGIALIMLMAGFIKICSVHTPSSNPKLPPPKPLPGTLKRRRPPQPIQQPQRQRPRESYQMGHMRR
hgDAF-12 ag = H. glycines DAF-12 receptor agonists, primary screen, cell-based, luminescence, HEK293, GAL4 fusion, UAS-luciferase. activation, % at 6.8 µM. HEK293 GAL4-hgDAF12 UAS-luciferase reporter, agonist luminescence; normalized to butyrate control. actives 1.8% (n = 370,000). Nuclear hormone receptor DAF-12 (Heterodera glycines), GAL4 fusion;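 active = activation above a cutoff set at the mean of all screened compounds plus 3 SD, cut at about 10% in these data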;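 note: 0% = DMSO wells and 100% = sodium butyrate wells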
DAX1 inh-2 = DAX1 (NR0B1) inhibitors, primary screen, cell-based, HEK293, Gal4-DAX1, luciferase luminescence; inhibition, % at 6.75 µM; actives 0.99% (n = 340,000); AID 504766, 2011; HEK293 Gal4-DAX1 luciferase reporter;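 active = inhibition above the mean over all tested compounds plus 3 SD, cut at about 4.2% in these data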;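 note: 0% = DAX1-transfected cells with DMSO and 100% = empty-vector control cells with DMSO; inhibition shows as a rise in luminescence from relieved DAX1 repression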
Target sequence (P51843 207-470 limits assumed): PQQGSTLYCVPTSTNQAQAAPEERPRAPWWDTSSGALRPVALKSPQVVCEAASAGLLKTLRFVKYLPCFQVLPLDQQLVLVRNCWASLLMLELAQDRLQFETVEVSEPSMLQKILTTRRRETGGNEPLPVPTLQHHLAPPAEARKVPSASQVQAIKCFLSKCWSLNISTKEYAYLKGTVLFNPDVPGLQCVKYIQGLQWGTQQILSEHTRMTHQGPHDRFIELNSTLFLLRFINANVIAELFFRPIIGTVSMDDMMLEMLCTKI
GAA850 FXN act = FXN promoter activators, primary screen, cell-based, luciferase luminescence, HEK293 lucGAA850 | actives 0.56% (n = 360,000) | activation, % at 6 µM | HEK293 lucGAA850 FXN promoter luciferase reporter, 24 h; percent of 10 µM SAHA response;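 active = activation above the average of all compounds screened plus 3 SD, cutoff fixed separately per campaign, cut at about 7.5% in these data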;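 note: 0% = DMSO wells and 100% = 10 µM SAHA wells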
* = called active by the depositor; / = not tested or not shown; & = joins results of further samples.

SMILES	PG9 binder	DAX1 inh-1	ADAM17 inh	NPR1 activator	SMARCA2 activ	hcDAF12 agonist	ssDAF12 agonist	ADAM10 inh	hgDAF-12 ag	DAX1 inh-2	GAA850 FXN act
CN1C[C@@H]2C[C@@H](c3ccc(C#CC(C)(C)O)s3)N3CCC[C@@]23C1=O	-2.2	-0.4	-9	2	-3	1.7	-0.7	-12	-1.9	0.0	5.0
O=C(c1cccc(F)c1)N1CCN(C2CCCCC2)CC1	1.3	-0.3	1	1	5	-2.0	-1.5	1	-0.8	-0.3	-1.0
CCCCOc1ccc(C(=O)N/C(=C/C=C/c2ccccc2)C(=O)NCCCO)cc1	-0.9	-0.3	3	0	0	1.1	-0.9	7	0.7	-0.1	2.3
COc1cc(NC(=O)CSc2nc3[nH]c(=O)cc(O)c3s2)cc(OC)c1OC	-2.1	0.5	3	0	2	-1.6	-1.2	7	1.5	0.8	-0.6
COc1ncc(C2=CC(=O)CC(C)(C)C2)cn1	-0.7	-0.3	0	0	0	-0.8	-1.2	5	3.3	0.5	0.5
CN(C)S(=O)(=O)c1cccc(NC(=O)c2cccc(S(=O)(=O)N3CCc4ccccc43)c2)c1	-1.1	-4.0	9.5*	-7	-6	-4.6	-2.5	12	-6.1	-2.8	-1.9
COc1cc(NC(=O)c2ccc3c(c2)C(=O)N(CCC(C)C)C3=O)c(C(=O)O)cc1OC	-0.3	0.2	0	-4	-5	-0.9	-1.3	1	-1.8	0.2	-0.6
CCN(CC(=O)Nc1c(F)cccc1F)C(=O)c1ccc(N2CCCCC2)c([N+](=O)[O-])c1	-0.6	-5.4	0	-2	-3	-1.5	-1.2	4	-2.6	-0.8	-0.9
CCN1CCN(Cc2cc(=O)oc3ccc(Cl)cc23)CC1	2.0	-0.2	-8	2	0	-0.6	-1.1	-6	1.2	-1.0	1.3
O=C(CCl)Nc1ccc(S(=O)(=O)NC2=NCCCCC2)cc1	-2.7	-4.2	8	5	-2	2.4	-0.1	5	-11	1.3	2.9
COc1ccc(NC(=O)CCCNC(=O)Cn2cnc3sc4c(c3c2=O)CCCC4)c(OC)c1	0.9	-0.2	-5	0	0	-1.4	-1.1	-2	-1.7	0.2	0.6
Cc1[nH]c2ccccc2c1CC(=O)Nc1ccc(Oc2cccnc2)cc1	0.2	-0.3	-1	-5	-3	2.1	-0.3	-7	-1.7	/	/
Cc1ccc(NC(=O)CCC(=O)c2cccs2)c(O)c1	1.5	0.8	-1	-1	10*	2.0	-0.1	8	4.3	3.8	3.2
O=C(O)/C=C/C(=O)Nc1ccc2c(c1)NC(=O)CO2	-2.3	0.2	-2	0	0	-1.1	-1.0	-3	1.2	0.1	1.5
Cc1cc(/C=C(\C#N)C(N)=O)c(C)n1-c1ccc(N2CCOCC2)c([N+](=O)[O-])c1	-1.2	-0.2	-8	-12	-1	-0.4	-1.4	-22	-0.5	0.3	-1.8
Cc1ccc(-c2cn(-c3ccccc3)c3[n+]2CCCS3)cc1	-2.3&-1.8	-3.0&-2.5	1&-1	-5&-3	-4&-9	-3.2&-6.2	-2.0&-2.0	3&-1	-6.5&-6.0	-2.5&-4.3	-0.7&-2.3
CCOC(=O)C1CCN(c2ncnc3c2cnn3-c2ccc(OC)cc2)CC1	1.0	-0.1	2	0	0	-1.7	-1.5	0	-4.6	-0.1	-7.4
CCC(=O)NC1=C(NC(C)c2ccccc2)C(=O)c2ccccc2C1=O (stereo not drawn)	-15	-0.3	-4	-7	0	-0.3	-0.7	-1	-2.7	-0.1	-0.3
COc1ccc(C(=O)NC(C(=O)OCC(=O)Nc2sccc2C(N)=O)C(C)C)cc1 (stereo not drawn)	0.8	-2.7	0	2	-3	-2.6	-1.6	0	-3.1	-0.7	1.0
CS(=O)(=O)N(CC(=O)N1CCCC1)Cc1ccc(F)cc1	-0.4	0.6	1	-1	0	-0.8	-1.2	1	1.2	0.1	2.2

Next part; it opens with the four that closed the last part.
SMILES	PG9 binder	DAX1 inh-1	ADAM17 inh	NPR1 activator	SMARCA2 activ	hcDAF12 agonist	ssDAF12 agonist	ADAM10 inh	hgDAF-12 ag	DAX1 inh-2	GAA850 FXN act
CCOC(=O)C1CCN(c2ncnc3c2cnn3-c2ccc(OC)cc2)CC1	1.0	-0.1	2	0	0	-1.7	-1.5	0	-4.6	-0.1	-7.4
CCC(=O)NC1=C(NC(C)c2ccccc2)C(=O)c2ccccc2C1=O (stereo not drawn)	-15	-0.3	-4	-7	0	-0.3	-0.7	-1	-2.7	-0.1	-0.3
COc1ccc(C(=O)NC(C(=O)OCC(=O)Nc2sccc2C(N)=O)C(C)C)cc1 (stereo not drawn)	0.8	-2.7	0	2	-3	-2.6	-1.6	0	-3.1	-0.7	1.0
CS(=O)(=O)N(CC(=O)N1CCCC1)Cc1ccc(F)cc1	-0.4	0.6	1	-1	0	-0.8	-1.2	1	1.2	0.1	2.2
Cn1nnnc1SCC(=O)Nc1cc(C(F)(F)F)ccc1N1CCOCC1	0.1	-0.5	-4	-2	-4	-2.6	-1.5	-2	-5.2	-0.5	-0.2
Cc1cc2oc(=O)cc(CN3CCOCC3)c2c(C)c1Cl	-2.3	0.0	1	-1	-2	1.5	-0.4	0	-1.1	0.0	0.7
Cc1ccc2c(c1)N(CC(=O)N1CCCC1)C(=O)c1cccnc1O2	2.7	-1.5	4	-1	-2	-0.5	-1.2	-6	-2.4	0.5	0.6
CCOC(=O)c1ccccc1C(=O)N1CCOCCOCCOCC1	1.7	0.1	-5	-2	0	6.1*	-1.2	1	-0.5	-0.7	-0.7
CC(C)(C)c1nnc(NC(=O)c2cccnc2)s1	-2.8	0.1	0	4	3	-0.1	-1.0	-1	0.2	0.8	2.5
O=C(NC1CCCCC1)N1CCN(c2ccc(Cl)cc2)CC1	-1.6	-2.7	-3	6	-1	-2.0	-1.0	6	-1.2	-0.7	-2.6
Cc1nn(C(C)C)c(C)c1[C@@H]1C[C@H]2CN(Cc3cccc(Cl)c3)C(=O)[C@]23CCCN13	0.1	-0.4	-5	1	1	-1.8	-0.3	-11	2.5	-0.1	-0.2
Cc1cccc(NC(=O)N2CCc3ccccc3C2)c1C	-1.4	1.5	-2	3	3	2.9	-0.7	-2	2.1	-0.3	1.7
COC(=O)c1ccc(CSCC(=O)Nc2ccccc2)cc1	1.9	-0.4	-5	4	-2	0.9	-1.7	0	-3.4	1.1	-0.3
Nc1nc(SCC(=O)NCCN2CCOCC2)nc2sc3c(c12)CCC3	0.2	-0.1	-1	2	1	-2.2	-1.6	-5	-3.6	1.1	1.9
COc1ccc(/C=N/NC(N)=S)cc1OC(=O)c1ccccc1	0.0	-0.5	9.1*	-15	1	3.6	0.2	-1	-0.3	2.9	-3.1
CCC1Oc2ccccc2N(CC(=O)NCc2ccco2)C1=O (stereo not drawn)	-0.8	-0.6	4	3	3	-1.5	-0.6	-2	-1.4	0.0	1.3
CC(=O)Nc1ccc(S(=O)(=O)N2CCN(CCCOc3ccccc3Cl)CC2)cc1	-0.5	-1.4	4	-2	-1	-2.4	-1.9	16	-4.6	0.7	-1.9
COc1ccc(NS(=O)(=O)c2cc(NC(=O)c3cccs3)ccc2N2CCCC2)cc1	-2.2	-0.2	9.1*	-12	-2	-0.8	-1.9	19	-1.1	0.9	-0.1
CCN(CC)C(=O)C1=C(C)N(CCCN2CCCC2=O)C(=O)C(CC(=O)NC2CC2)C1 (stereo not drawn)	-1.1	1.3	-5	3	-4	-0.1	-1.1	-17	1.5	0.8	0.3
CCCCC(=O)N(C)c1c(CC)nc2c(OCC(=O)c3ccc(F)cc3)cccn12	-1.2	-0.1	-3	4	-2	-0.6	-1.2	-21	-0.5	/	-2.1
O=C(NNC(=O)c1n[nH]c2ccccc12)c1ccccc1	0.5	-0.5	0	2	-2	-0.6	-0.9	-7	5.4	0.5	2.2
O=C(COC(=O)/C=C/c1ccccc1)Nc1ccc2c(c1)OCCO2	-2.6	-2.2	-4	1	-1	-1.2	-0.1	-3	2.2	-0.2	0.3
COC(=O)C1CN(C(=O)OC(C)(C)C)C2=C1C(=O)CC(C)(C(=O)OC(C)(C)C)C2 (stereo not drawn)	/	0.4	-3	-4	-2	-1.6	-0.9	-3	-0.7	/	/
CC(NC(=O)c1ccc(Cn2cc([N+](=O)[O-])cn2)cc1)c1ccccc1 (stereo not drawn)	-0.7	-0.4	3	-3	0	-3.1	-1.0	4	0.6	1.7	0.3
COc1cccc(/C=N/n2c(C3CCCCC3)n[nH]c2=S)c1OC	-1.3	0.0	0	4	3	-0.5	-1.0	-4	-0.5	1.1	0.0
CCOc1cccc(-c2nn(-c3ccccc3)cc2/C=C(/C#N)C(=O)NCCCn2ccnc2)c1	1.1	-0.2	4	4	-2	-3.3	-1.3	-3	0.5	-1.7	0.3
O=C(CCc1nnc(-c2ccccc2)o1)NCc1c(F)cccc1F	0.4	-0.6	4	-3	7	0.0	-1.4	1	1.4	2.4	0.4
COc1ccccc1NC(=S)OC1CCC12CCC(c1ccccc1)CC2 (stereo not drawn)	/	-0.1	3	-4	0	1.0	-1.2	6	1.7	/	/
COCC(C)n1c(SCc2ccc(C(=O)OC)cc2)nc2ccccc2c1=O (stereo not drawn)	-0.4	-0.1	5	-6	-1	-3.7	-1.7	13	-0.2	-1.2	0.0
CCCCC12CN3CC(C)(CN(C1)C31C(=O)N(C)c3ccc(C)cc31)C2=O (stereo not drawn)	-2.9	0.0	0	1	-2	1.2	-0.9	-1	-1.4	0.2	1.3
CONc1nc(NC(C)(C)C)nc(OCC#N)n1	-0.7	-0.2	-1	4	4	2.6	-1.5	-13	-2.8	0.1	2.8
O=C(C1=C[C@@H](c2ccccc2)C[C@@H](OCc2ccc(CO)cc2)O1)N1CCOCC1	2.1	0.2	-6	2	-1	0.6	-0.5	-3	-0.7	-1.0	0.1
Cc1ccc(Cl)cc1-c1cc(C(=O)NCc2ccco2)[nH]n1	-2.8	0.5	-1	7	-1	-1.9	-0.9	-3	-0.1	/	0.8
COc1ccc(-c2oc(NC(C)=O)c(C#N)c2-c2ccc(OC)cc2)cc1	0.6	-0.8	-5	1	-4	-1.1	-1.6	1	0.1	-1.5	2.3
CCOC(=O)N1CCN(C(=O)COc2ccc(Br)cc2)CC1	0.3	0.6	-3	5	0	-1.7	-1.0	-6	-1.4	1.3	-1.4
O=C(/C=C/c1ccco1)N1CCN(S(=O)(=O)c2ccc(F)c(F)c2F)CC1	-0.7	-1.4	-5	-5	-3	-1.2	-1.8	-6	-1.6	1.6	2.4
